ROC1-CUL1 inh = inhibitors of human ROC1-CUL1 ubiquitin ligase activity; E3 ubiquitin-protein ligase RBX1 (Homo sapiens) + Cullin-1 (Homo sapiens), P62877+Q13616; in vitro K48 di-Ub FRET, acceptor:donor ratio, 45 min; inhibition, % at 10 µM; 140,000 tested, 0.6% active; in the data active means inhibition above about 25%
Target sequence (P62877 whole entry, looked up): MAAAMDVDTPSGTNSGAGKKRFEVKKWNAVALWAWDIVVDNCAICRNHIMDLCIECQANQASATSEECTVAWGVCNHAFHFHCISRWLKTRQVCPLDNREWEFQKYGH
Target sequence (Q13616 whole entry, looked up): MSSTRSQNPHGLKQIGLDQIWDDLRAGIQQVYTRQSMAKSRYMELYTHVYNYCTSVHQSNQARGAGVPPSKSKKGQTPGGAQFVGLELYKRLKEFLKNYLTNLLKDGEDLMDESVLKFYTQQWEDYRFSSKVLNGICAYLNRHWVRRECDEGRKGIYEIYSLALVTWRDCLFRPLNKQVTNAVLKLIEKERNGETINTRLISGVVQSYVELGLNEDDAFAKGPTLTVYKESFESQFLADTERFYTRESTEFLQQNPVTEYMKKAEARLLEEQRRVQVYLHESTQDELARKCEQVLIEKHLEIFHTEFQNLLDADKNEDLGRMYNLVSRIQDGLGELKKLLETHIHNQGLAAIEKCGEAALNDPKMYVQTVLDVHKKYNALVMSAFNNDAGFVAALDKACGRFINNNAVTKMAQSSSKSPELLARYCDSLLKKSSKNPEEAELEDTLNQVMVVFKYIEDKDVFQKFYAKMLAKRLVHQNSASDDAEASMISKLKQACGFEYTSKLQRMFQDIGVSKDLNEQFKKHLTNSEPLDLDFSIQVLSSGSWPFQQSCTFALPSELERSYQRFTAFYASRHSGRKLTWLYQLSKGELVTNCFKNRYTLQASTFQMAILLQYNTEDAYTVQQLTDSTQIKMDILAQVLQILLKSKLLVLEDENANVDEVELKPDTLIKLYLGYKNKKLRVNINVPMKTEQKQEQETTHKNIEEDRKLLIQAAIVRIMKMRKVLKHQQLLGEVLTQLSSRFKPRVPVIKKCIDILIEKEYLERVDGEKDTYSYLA
* = called active by the depositor.

Molecule | ROC1-CUL1 inh
COc1ccc(OC)c(NC(=O)c2oc(=O)c3ccccc3c2-c2ccccc2)c1 | -9
COc1cc(OC)c(C(=O)Nc2nccs2)cc1OC | -4
O=C1CCCCC1C=Nc1cccc(C(F)(F)F)c1 (stereo not drawn) | -7
C/C=C(\C)C(=O)N1CCC(N2CCC(C(=O)N3CCCC3)CC2)CC1 | 3
COc1ccc(-c2c(C)[nH]n3c(=O)cc(C(C)C)nc23)cc1 | -4
CCC(=O)N1c2ccccc2CC1C(=O)N1CCN(c2ccccc2F)CC1 (stereo not drawn) | -7
Cc1cc(Oc2cc(-n3nc(C)c(C#N)c3N)nc(-c3ccccc3)n2)cc(C(C)C)c1 | -4
COc1cc(NC(=O)CCn2c(=O)oc3ccccc32)cc(OC)c1OC | -6
CCCCN(CC)CCCNC(=O)c1cc2c(-c3ccc(OC)c(OC)c3)nn(C)c2s1 | -12
COc1ccc(NC(=S)NC(=O)c2ccc(C(C)(C)C)cc2)cc1 | 4
O=C1NC(=Nc2ccccc2)S/C1=C/c1ccccc1Sc1ccc(Cl)cc1 | -2
CC(=O)Nc1ccc(S(=O)(=O)NCc2cccn2Cc2cccc(C)c2)cc1 | -5
CC(C)(C)OC(=O)N1CCC(c2c(C(=O)NCCCN3CCc4ccccc4C3)cnn2-c2ccccc2)CC1 | -2
Cc1ccc(Nc2c(-c3ccc(O)cc3)nc3cccc(C)n23)cc1 | -1
CN1CCn2c3c(c4cc(C5CCCCC5)ccc42)=NCCC=31 | 1
Cc1nc(N2CCCCCCC2)ncc1C(C)NC(=O)c1ccncc1 (stereo not drawn) | -1
O=C(c1ccc(F)cc1)N1CCC(c2nc(-c3ccc(S(=O)(=O)N4CCCC4)cc3)no2)CC1 | -2
Cc1ccc(S(=O)(=O)c2nnn3c2nc(N2CCN(c4ccc(F)cc4)CC2)c2cc(Cl)ccc23)cc1C | -2
COC(=O)C1NC(c2ccc(F)cc2)(c2ccc(F)cc2)C2C(=O)N(c3ccc(Cl)cc3)C(=O)C12 (stereo not drawn) | 6
CCc1ccc(C2=C/C(=C/c3ccc(C(=O)OC)cc3)C(=O)O2)cc1 | -7

(listing goes on)
Molecule | ROC1-CUL1 inh
COc1cccc(-c2ccccc2NC(=O)C2CCN(Cc3ccco3)CC2)c1 | -3
O=C(NCCOC(=O)c1ccc2c(c1)OCO2)c1cccnc1 | -5
CC(=O)Nc1cc(N)ccc1N1CCC(C)CC1 | 2
CC(NC(=O)c1csc2nc(-c3ccccc3Cl)cn12)c1cnn(C)c1 (stereo not drawn) | 4
O=C1CCC(=O)N1C(=S)Nc1ccc(OCc2ccccc2)cc1 | 5
Nc1cc(N2CCCCC2)ccn1 | 4
COc1ccc(-c2cc(C(F)(F)F)nc(SCC(=O)NCc3ccc(Cl)cc3)n2)cc1 | 8
O=C(CNS(=O)(=O)c1ccc(Br)s1)N1CCN(c2ccc(F)cc2)CC1 | -3
CC(C)(C)OCC(O)CN1C(C)(C)CCCC1(C)C (stereo not drawn) | -6
O=C(Cn1cnnn1)N1CCN(Cc2ccccc2)CC1 | -2
CN(C(=O)c1ccc2c(c1)N(Cc1ccc(F)cc1)C(=O)c1ccccc1S2(=O)=O)C1CCCCC1 | -8
CCCCNS(=O)(=O)c1ccc(NS(=O)(=O)c2ccc(Br)cc2)cc1 | 4
COc1ccccc1CNC(=O)C(CC(C)C)NS(=O)(=O)c1ccc2c(c1)oc(=O)n2C (stereo not drawn) | 0
Cc1nc(N2CCC(C(=O)N3CCN(c4cnccn4)CC3)CC2)nc2ccc(C(C)C)cc12 | -1
O=c1oc2ccc(Cl)cc2n1Cc1ccc(F)cc1 | 2
Oc1ccc(/C=N/N=C2\SC(=Nc3ccccc3)C(=Nc3ccccc3)N2c2ccccc2)c(O)c1 | 3
COc1ccc(C(=O)N2CCCC2)c(OC2CCN(Cc3ccc(F)cc3)CC2)c1 | 1
Cc1ncc2c(c1CNC(=O)CN1CCCC1)CCN(C(=O)CCC(=O)c1ccc(F)cc1)C2 | -5
O=C(Cn1c(C(Cl)(Cl)Cl)nc2ccccc2c1=O)c1ccc(Cl)cc1 | 2
COc1cc(OC)cc(-c2cc3nc(C)c(CCC(=O)Nc4ccc(F)c(Cl)c4)c(C)n3n2)c1 | -4

(next part)
Molecule | ROC1-CUL1 inh
Cn1c(=O)n(C/C=C/c2ccccc2)c(=O)c2c1nc1oc(C(C)(C)C)cn12 | 6
C=Cc1ccc(C(=O)N2CCC(c3nc(-c4ccncc4)ncc3-c3cccc(OC)c3)CC2)cc1 | -4
CC(OCc1ccc(F)cc1)n1ccnc1 (stereo not drawn) | 2
Nc1c(C(=O)NCc2ccco2)sc2nc(-c3ccc(F)cc3)ccc12 | -4
O=C(CN1C(=O)C2(SCC(=O)N2c2ccccc2)c2ccccc21)NCc1ccccc1 (stereo not drawn) | 0
CCN(Cc1ccccc1)C(=O)c1coc(COc2ccccc2F)n1 | -12
Cn1c(=Nc2ccccc2)ssc1=Nc1ccccc1 | 10
COc1cc(-c2cc(-c3ccccc3)nc(SCC(=O)Nc3nnc(C)s3)c2C#N)cc(OC)c1OC | -3
C/C(=C1/C(=O)N(c2nc3ccccc3s2)N=C1C(F)(F)F)N1CCN(c2ccc([N+](=O)[O-])cc2)CC1 | 4
CCN(CC)CCCNC(=O)CSc1c2c(nc3cc(Cl)ccc13)CCCC2 | -2
CC(=O)NC1=NN(c2ccccc2)C(=O)C1N=Nc1ccccc1S(=O)(=O)O (stereo not drawn) | -1
NS(=O)(=O)c1ccc(NC(=O)c2cncc(Br)c2)cc1 | 8
CSc1nc(-c2ccccc2)c2ccccc2n1 | 4
COCCCN1C2=C(C(=O)CC(C)(C)C2)C(c2ccc(OS(=O)(=O)c3ccc(Cl)cc3)cc2)C2=C1CC(C)(C)CC2=O | 10
CCOC(=O)C1=C(C)N=c2s/c(=C\c3c(F)cccc3Cl)c(=O)n2C1c1cccs1 (stereo not drawn) | -4
CC(C)[C@H]1CN(C)CCN1c1nc2nonc2nc1NC1CCCC1 | -4
CCCc1cc(C(=O)NNC(=S)NCC2CCCO2)cs1 (stereo not drawn) | -15
Cc1cc(C)cc(Oc2coc3cc(OCC(=O)NC4CCCCC4)ccc3c2=O)c1 | -4
CC(CCCC(C)(C)O)Nc1nncc(-c2ccc(C(F)(F)F)cc2)n1 (stereo not drawn) | 1
COC(=O)c1ccc(CSc2c(C(C)C)cnc3c2c(=O)n(C)c(=O)n3C)cc1 | -9

Continuation:
Molecule | ROC1-CUL1 inh
Cc1nn(-c2cc(Oc3ccccc3)ncn2)c(N)c1C(N)=O | 12
CC(=O)NC(Nc1ccc(S(N)(=O)=O)cc1)(C(F)(F)F)C(F)(F)F | 6
CC1CCN(S(=O)(=O)c2ccc(NC(=O)c3cccc(F)c3)cc2)CC1 | 2
CC(=O)Nc1c(C)nn(-c2ccccc2)c1N1CCC(C(=O)NCc2ccc(F)cc2)CC1 | 7
O=C(c1ccc2c(c1)OCCO2)N1CCN(c2ccccc2)CC1 | 10
c1coc(CCNc2nc3nonc3nc2NC2CC2)c1 | 7
CC(C)CNS(=O)(=O)Cc1ccccc1F | 9
O=c1cc(CCn2cccn2)nc(-c2ccccc2CN2CCCC(O)C2)[nH]1 (stereo not drawn) | -6
O=C(c1cc(COc2ccccc2)[nH]n1)N1C[C@H]2CC[C@H]1C2 | 6
S=C1N=C(Nc2ccccc2)C(=Nc2ccccc2)N1c1ccccc1 | -5
O=C(Cc1ccc(F)cc1)Nc1cccc2cccnc12 | -6
CC(C)OCCCNC(=O)COc1ccc(S(=O)(=O)NCc2ccccc2)cc1Cl | -3
CCOC(=O)c1ccccc1NC(=O)Cn1cc(C(=O)c2cccc(OC)c2)c(=O)c2ccc(C)nc21 | 10
Cc1ncc2c(c1CNC(=O)CSc1ccccc1)CCN(C(=O)C1COc3ccccc3O1)C2 (stereo not drawn) | 10
CC1=CC(C)(C)N(C(=O)/C=C/c2ccco2)c2ccc(OC(=O)/C=C/c3ccco3)cc21 | -9
CN(C)S(=O)(=O)N1CCC(n2cnc3cccnc32)CC1 | -9
CCc1cc(C(=O)N2CCc3[nH]nc(C(C)CC)c3C2)cs1 (stereo not drawn) | 0
Fc1ccc(CNc2ccc(CNc3ncn[nH]3)cc2)cc1 | -3
COc1cccc(CNC(=O)Cn2nc(C)c3sc4ccccc4c3c2=O)c1OC | -6
O=C(Nc1ccc(NC(=O)C2CCCC2)cc1)c1ccco1 | 4

Next results:
Molecule | ROC1-CUL1 inh
O=c1ccccc2c(/C=C/c3ccccc3)nn(-c3ccccc3)c12 | 3
COc1ccc(OC2CCN(C(C)=O)CC2)c(C(=O)N2CCCC(CCCO)C2)c1 (stereo not drawn) | 5
Cc1ncc([N+](=O)[O-])n1CCOC(=O)NC(NCC(=O)c1ccccc1)C(Cl)(Cl)Cl (stereo not drawn) | 10
O=C1C2C(C(=O)N1c1ccc([N+](=O)[O-])cc1)C1(c3ccc(Cl)cc3)C(=O)C2(c2ccc(Cl)cc2)C(c2ccccc2)=C1c1ccccc1 (stereo not drawn) | 2
CCn1cc(CNC(=O)Cn2nc(C(F)(F)F)cc2C2CC2)cn1 | 4
S=C(Nc1ccccn1)NC1CCCCC1 | -5
COc1cccc(CNC(=O)c2ccc(CN3CC(=O)N4CCCCC4C3=O)cc2)c1 (stereo not drawn) | 6
Cc1cccc(C)c1NC(=O)c1sc2ncccc2c1N | -3
Cc1nnsc1C(=O)Nc1cccc(Cl)c1C | -5
CN(C)c1ccc(-c2nc3cnc4ccccc4c3s2)cc1 | -1
Cc1cc(/C=C2/C(=O)NC(=S)N(c3ccc(F)cc3)C2=O)c(C)n1-c1ccc(OCc2ccccc2C#N)cc1 | -7
Cc1ccc(S(=O)(=O)Nc2cccc(-c3ccc(N4CCCCC4)nn3)c2)s1 | 6
CC(=O)c1cccc(NC(=O)CN(Cc2ccc(Cl)cc2)S(=O)(=O)c2ccc(C)cc2)c1 | -4
CC(NC(=O)Cn1ncc(N2CCCC2)cc1=O)c1ccccc1 (stereo not drawn) | 13
CCOC(=O)c1nn(-c2cccc(Cl)c2)cc1C(=O)c1cccc2ccccc12 | 3
CC(=O)Nc1ccccc1C(=O)Nc1ccc(/C=C/c2ccccc2)cc1 | 11
O=C(Nc1cc(Cl)ccc1O)C1CCCC1 | -5
CCN(Cc1ccccc1)S(=O)(=O)c1cc(Br)cc2c1N(C(=O)C1CC1)CC2 | -7
COc1ccccc1C1(CC(=O)N2CCN(Cc3ccc4c(c3)OCO4)CC2)CC(=O)N(C)C1=O (stereo not drawn) | 5
Cc1c(C(=O)/C=C/c2cccs2)oc2ccc(F)cc12 | -6

Next structures
Molecule | ROC1-CUL1 inh
Cc1noc(/C=C/c2ccco2)c1S(=O)(=O)N1CCC(C(=O)Nc2ccc(F)c(Cl)c2)CC1 | 9
Cc1cc(C)cc(Oc2c(C(F)(F)F)oc3cc(OC(=O)c4ccc(F)cc4)ccc3c2=O)c1 | -1
CSCCC(C(=O)Nc1ccc(Cc2ccncc2)cc1)N1C(=O)c2c(Cl)c(Cl)c(Cl)c(Cl)c2C1=O (stereo not drawn) | -4
CC(=O)N[C@@H](C)C(=O)NCc1cccnc1N1CCCCCCC1 | -10
O=C(CCC1N=C2c3ccccc3N=C(SCc3ccc(Cl)cc3)N2C1=O)NC1CCCCC1 (stereo not drawn) | 0
O=C(c1cn(CCc2ccccc2)nn1)N1CCc2[nH]ncc2C1 | -2
CC1(C)COC(c2ccccc2)c2ccccc21 (stereo not drawn) | -14
CC(=O)NC(NNc1cccc(Cl)c1)(C(F)(F)F)C(F)(F)F | 2
Cc1oc2c(cc(NS(=O)(=O)c3ccc(C(C)C)cc3)c3ccccc32)c1C(=O)O | 16
O=C(CSC1=NC(=O)C(Cc2ccccc2)C(=O)N1c1ccccc1)Nc1ccc(Cl)cc1 (stereo not drawn) | 3
COCCN1CCC(CN(CC2CCCO2)C(=O)CCSC)CC1 (stereo not drawn) | -6
Cc1ccc(-c2ccccc2)n1-c1ccc(O)cc1 | -4
Cc1ccc(CNC(=O)Cn2c(=O)n(-c3ccc(C)cc3)c(=O)c3c2c2cc(C)ccc2n3C)cc1 | 4
Cn1c(SCC(=O)N/N=C/c2cc(C(C)(C)C)c(O)c(C(C)(C)C)c2)nc2ccccc21 | 1
CC(=O)c1ccc(NC(=O)c2nn(C)c3c2COc2ccccc2-3)cc1 | 12
COc1cc(NC(=O)c2c(C)nn(-c3ccc(F)cc3)c2-n2cccc2)cc(OC)c1 | -4
CCOC(=O)CSc1nnc(-c2ccc(OC)cc2)o1 | 1
Cc1cc(SCCN2CCOCC2)nc2ccccc12 | -5
NC(=O)COc1ccccc1/C=C1/SC(=O)N(CC(=O)N2CCc3ccccc3C2)C1=O | 5
COc1ccc(C(=O)OC2CCN(C)CC2)cc1OC | 5

Among those listed so far, 8 contain two or more sulfur atoms.
Molecule | ROC1-CUL1 inh
O=C1NC(=Nc2ccccc2)S/C1=C/c1ccccc1Sc1ccc(Cl)cc1 | -2
O=C(CNS(=O)(=O)c1ccc(Br)s1)N1CCN(c2ccc(F)cc2)CC1 | -3
CCCCNS(=O)(=O)c1ccc(NS(=O)(=O)c2ccc(Br)cc2)cc1 | 4
Cn1c(=Nc2ccccc2)ssc1=Nc1ccccc1 | 10
COc1cc(-c2cc(-c3ccccc3)nc(SCC(=O)Nc3nnc(C)s3)c2C#N)cc(OC)c1OC | -3
CCOC(=O)C1=C(C)N=c2s/c(=C\c3c(F)cccc3Cl)c(=O)n2C1c1cccs1 (stereo not drawn) | -4
CCCc1cc(C(=O)NNC(=S)NCC2CCCO2)cs1 (stereo not drawn) | -15
Cc1ccc(S(=O)(=O)Nc2cccc(-c3ccc(N4CCCCC4)nn3)c2)s1 | 6

(continued)
Molecule | ROC1-CUL1 inh
Cn1cnc2c(=O)oc3ccc(S(=O)(=O)N4CCN(c5cccc(C(F)(F)F)c5)CC4)cc3c21 | -2
CC(=O)Nc1cccc2nc(CN3CCC(n4nccc4NC(C)=O)CC3)ccc12 | 6
CC(=O)NC(NCCOC12CC3CC(CC(C3)C1)C2)(C(F)(F)F)C(F)(F)F | -1
CN1C(=O)C(Oc2ccc(Cl)cc2)C(=O)c2ccccc21 (stereo not drawn) | -8
CCC12CN3CC(C)(CN(C1)C3c1ccc(O)cc1O)C2=O (stereo not drawn) | -2

Screening results as filed in PubChem BioAssay.

Some of the compounds tested; the hit share may differ from the screen's.
